Screening data: PubChem BioAssay, several laboratories
TcdB GH inh: blocks C. difficile toxin B glycohydrolase activity; P18177; TcdB glycohydrolase enzymatic assay, plate reader; inhibition, % at 9.99 µM; 0.24% of 350,000 active; in the data active = inhibition above about 10%
FBA Mtb inh: inhibitors of M. tuberculosis fructose-bisphosphate aldolase; P9WQA3; purified M. tuberculosis FBA, fluorescence read-out; inhibition, % at 1 µM; 2.3% of 360,000 active; AID 588726; in the data active = inhibition above about 27%;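 also: 0% = vehicle and 100% = reference inhibitor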
Target sequence (P9WQA3 whole entry, looked up): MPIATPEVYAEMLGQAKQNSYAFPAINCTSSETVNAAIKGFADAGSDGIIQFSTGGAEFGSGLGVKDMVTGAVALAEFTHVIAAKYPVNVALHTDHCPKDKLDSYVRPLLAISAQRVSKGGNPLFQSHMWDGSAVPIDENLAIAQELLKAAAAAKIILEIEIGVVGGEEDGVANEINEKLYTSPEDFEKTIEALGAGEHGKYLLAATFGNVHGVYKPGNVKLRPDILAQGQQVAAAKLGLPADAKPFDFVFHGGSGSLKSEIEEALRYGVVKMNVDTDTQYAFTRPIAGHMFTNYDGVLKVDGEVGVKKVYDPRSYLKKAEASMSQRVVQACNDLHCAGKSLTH
PfHsp40 yeast: rescue of PfHsp40-mediated yeast toxicity; 0.68% of 340,000 active; S. cerevisiae expressing PfHsp40, growth rescue, ATP luminescence; growth rescue, % at 12.5 µM; in the data active = growth rescue above about 28%, passing the limit was not always enough; inconclusive = no clear call, values can overlap the other calls;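 also: yeast W303a lacking pdr1 and pdr3 grown in galactose medium; growth measured after three days at 30 °C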
Y pestis TopoI: Y. pestis Topo-I inhibition via cleavage products. 0.064% of 360,000 active. Y. pestis Topo-I cleavage product accumulation, plate reader. activity, % at 10 µM; in the data active = activity above about 50%, passing the limit was not always enough; inconclusive = no clear call, values can overlap the other calls; also: inactives centre near 2
Vc quorum ag: quorum light induction in luxS cqsA deficient V. cholerae; V. cholerae BH1578 lux reporter, luminescence, 6 h; activation, % at 18.7 µM; 0.16% of 350,000 active; in the data active = activation mostly above about 9.7%, no sharp cut-off; inconclusive = no clear call, values can overlap the other calls; inactive = mostly below about 3.7%; also: not every result past the cut was called active; inactives centre near 0; reference of the scale not given here
FadD28 binding: inhibitors of Mycobacterium tuberculosis FadD28 bisubstrate binding | inhibition, % at 12.5 µM | FadD28 bisubstrate probe binding, fluorescence polarization | 0.22% of 360,000 active; in the data active = inhibition above about 8.5%, passing the limit was not always enough; inconclusive = no clear call, values can overlap the other calls
Mtb UGM inh: Mtb UDP-galactopyranose mutase inhibition. purified UGM, fluorescence polarization probe displacement. AID 504406. 0.06% of 320,000 active. inhibition, % at 10 µM; in the data active = inhibition above about 10%, passing the limit was not always enough; inconclusive = no clear call, values can overlap the other calls
Target sequence (P9WIQ1 whole entry, looked up): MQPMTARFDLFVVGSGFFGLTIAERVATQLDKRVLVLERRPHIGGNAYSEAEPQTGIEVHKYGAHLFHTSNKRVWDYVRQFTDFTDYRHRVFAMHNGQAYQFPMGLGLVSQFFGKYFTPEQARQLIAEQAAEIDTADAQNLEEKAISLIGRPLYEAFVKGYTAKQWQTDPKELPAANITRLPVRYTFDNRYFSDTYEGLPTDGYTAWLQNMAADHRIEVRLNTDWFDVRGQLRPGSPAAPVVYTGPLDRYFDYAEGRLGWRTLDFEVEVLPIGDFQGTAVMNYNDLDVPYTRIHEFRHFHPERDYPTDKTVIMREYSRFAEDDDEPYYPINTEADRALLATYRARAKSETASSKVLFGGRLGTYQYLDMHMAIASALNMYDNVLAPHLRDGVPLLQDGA
GDH-TPI counter: counter-screen for M. tuberculosis FBA inhibitors: GDH-TPI coupled enzymes; GDH-TPI coupled enzyme counterscreen, NADH absorbance; 1.2% of 360,000 active; inhibition, % at 4.8 µM; AID 588335; in the data active = inhibition above about 30%;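 also: 0% = DMSO wells and 100% = wells lacking the enzyme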
Mtb BioA inh: blocks M. tuberculosis BioA enzyme activity; purified M. tuberculosis BioA enzyme, plate reader; inhibition, % at 9.99 µM; 0.096% of 360,000 active; in the data active = inhibition above about 40%; inconclusive = no clear call, values can overlap the other calls
Numbers without * were called inactive; i = inactive; ? = inconclusive; · = not tested or not shown; + = active, no number.

SMILES	TcdB GH inh	FBA Mtb inh	PfHsp40 yeast	Y pestis TopoI	Vc quorum ag	FadD28 binding	Mtb UGM inh	GDH-TPI counter	Mtb BioA inh
O=C(Nc1ccon1)c1ccccc1Cl	·	0	0.8	-2	·	-4.3	-0.8	-10	-0.2
CCn1c(C)c(C(C)=O)c(N2CCN(c3cccc(Cl)c3)CC2)nc1=S	·	0	1.1	16	i	-2.7	1.4	7	1.4
CO/N=C/NC(=O)Cc1cn(-c2ncc(C(F)(F)F)cc2Cl)c2ccccc12	·	2	0.9	32	-0.2	-1.2	3.5	12	-0.7
CC1CCCCC1NC(=O)C(C)N1C(=O)c2ccccc2C1=O (stereo unspecified)	2.3	2	-0.3	-1	i	·	-1.0	3	-1.7
COc1cccc(C=NCC(C)N=Cc2cccc(OC)c2O)c1O (stereo unspecified)	-9.2	-2	-0.3	-1	-2.6	-0.1	0.7	5	·
NS(=O)(=O)c1cccc(NC(=O)CCCC2CCCCC2)c1	-1.4	1	0.3	3	-0.4	0.5	-1.5	0	0.8
Cc1csc(NC(=O)C2CC(=O)N(Cc3ccco3)C2)n1 (stereo unspecified)	1.0	4	-0.1	0	i	-3.4	1.5	4	·
CCC(=O)N1CCc2cc(Br)cc(S(=O)(=O)NCc3ccco3)c21	·	1	1.2	-1	i	-1.1	0.2	6	·
COc1ccc(OCc2nnc(SCC(=O)NC3CC3)n2C)cc1	0.9	4	-0.1	1	i	-1.9	1.4	9	2.2
Cc1cccc(NC(=O)CN(C)C(=O)/C=C/c2ccccc2)c1C	-0.9	3	0.3	3	-5.6	-2.8	·	10	-0.4
Cc1cccc(NCc2ccccc2)c1	1.4	2	0.1	2	i	0.5	4.6	22	-1.2
O=C(NC(=S)Nc1ccccc1C(=O)O)c1ccc(-c2ccc(Br)cc2)o1	-0.1	10	1.2	6	0.0	-16	2.1	41*	6.8
CCOc1ccccc1N1CCN(S(=O)(=O)c2ccc(F)c(F)c2)CC1	·	4	3.8	2	i	-1.2	0.7	6	-0.9
O=C(Nc1ccc(NC(=O)C2CC2)nc1)c1cccc(F)c1	·	-3	0.3	-4	i	-4.3	-0.5	11	0.9
Cc1ccccc1C#CC1=CC(=O)CC(C)(C)C1	0.3	-3	·	26	-0.3	-1.9	·	15	·

Taken from above (10 entries):
SMILES	TcdB GH inh	FBA Mtb inh	PfHsp40 yeast	Y pestis TopoI	Vc quorum ag	FadD28 binding	Mtb UGM inh	GDH-TPI counter	Mtb BioA inh
O=C(Nc1ccon1)c1ccccc1Cl	·	0	0.8	-2	·	-4.3	-0.8	-10	-0.2
CCn1c(C)c(C(C)=O)c(N2CCN(c3cccc(Cl)c3)CC2)nc1=S	·	0	1.1	16	i	-2.7	1.4	7	1.4
CO/N=C/NC(=O)Cc1cn(-c2ncc(C(F)(F)F)cc2Cl)c2ccccc12	·	2	0.9	32	-0.2	-1.2	3.5	12	-0.7
CC1CCCCC1NC(=O)C(C)N1C(=O)c2ccccc2C1=O (stereo unspecified)	2.3	2	-0.3	-1	i	·	-1.0	3	-1.7
COc1cccc(C=NCC(C)N=Cc2cccc(OC)c2O)c1O (stereo unspecified)	-9.2	-2	-0.3	-1	-2.6	-0.1	0.7	5	·
NS(=O)(=O)c1cccc(NC(=O)CCCC2CCCCC2)c1	-1.4	1	0.3	3	-0.4	0.5	-1.5	0	0.8
Cc1csc(NC(=O)C2CC(=O)N(Cc3ccco3)C2)n1 (stereo unspecified)	1.0	4	-0.1	0	i	-3.4	1.5	4	·
CCC(=O)N1CCc2cc(Br)cc(S(=O)(=O)NCc3ccco3)c21	·	1	1.2	-1	i	-1.1	0.2	6	·
COc1ccc(OCc2nnc(SCC(=O)NC3CC3)n2C)cc1	0.9	4	-0.1	1	i	-1.9	1.4	9	2.2
Cc1cccc(NC(=O)CN(C)C(=O)/C=C/c2ccccc2)c1C	-0.9	3	0.3	3	-5.6	-2.8	·	10	-0.4

(more compounds)
SMILES	TcdB GH inh	FBA Mtb inh	PfHsp40 yeast	Y pestis TopoI	Vc quorum ag	FadD28 binding	Mtb UGM inh	GDH-TPI counter	Mtb BioA inh
COc1ccc2cc1Oc1ccc(cc1)C[C@H]1c3cc(c(OC)cc3CCN1C)Oc1c(OC)c(OC)cc3c1[C@@H](C2)N(C)CC3	0.2	2	1.7	-9	-0.9	-2.5	0.2	9	1.2
Cn1cnc(S(=O)(=O)N2CCN(c3ccc(Cl)cc3)CC2)c1	-1.3	1	-0.3	-4	i	0.0	0.8	7	-1.8
CCOC(=O)C1=CN(Cc2cccc(F)c2)S(=O)(=O)NC1CCc1ccccc1 (stereo unspecified)	1.5	0	4.3	7	-1.1	1.1	·	1	0.2
O=S(=O)(c1ccccc1)N1CCN(CC(O)COc2ccc3c(c2)CCC3)CC1 (stereo unspecified)	·	0	1.6	4	-0.5	-0.4	2.0	9	-0.1
O=P(COc1ccccc1)(c1ccccc1)c1ccccc1	·	-1	0.6	19	i	-0.2	4.4	11	·
O=C(OCC(=O)N1CCN(C(=O)c2ccco2)CC1)c1cc(S(=O)(=O)Nc2ccc(Cl)cc2)ccc1O	0.3	10	-0.5	19	-1.0	-4.9	-0.3	-8	·
CCN(C(=O)CSc1nnc(-c2ccccc2Cl)n1C1CCCC1)C1CCS(=O)(=O)C1 (stereo unspecified)	·	-12	-1.1	5	-0.2	-1.6	0.3	-1	0.6
O=C(CSc1nc(Nc2ccccc2)nc(N2CCOCC2)n1)Nc1ccc2c(c1)OCCO2	·	-1	0.5	24	8.0	-0.7	2.2	-1	0.7
CCCC(=O)Oc1ccc2c(C)cc(=O)oc2c1	1.7	+	-0.2	-5	-0.3	-3.1	0.4	5	·
FC(F)(F)c1ccc(CSc2ccccn2)cc1	-0.2	3	0.1	-4	0.2	-0.1	0.3	15	-2.5
O=C(CSc1nnc(CNC(=O)c2cccs2)o1)Nc1cccc(C(F)(F)F)c1	·	3	-1.5	0	-0.6	-5.8	0.8	7	-1.2
CCOC(=O)[C@H]1[C@H]2COc3ccc(OC)cc3[C@@H]2N2C(=O)c3ccc(C)cc3NC(=O)[C@@]12C	0.5	2	0.6	7	2.2	-2.1	1.0	3	2.5
NS(=O)(=O)c1ccc(CCNC(=O)c2ccc(Cl)cc2[N+](=O)[O-])cc1	1.6	0	-1.0	2	-0.6	-1.9	-1.9	12	·
CCNC(=S)N(CCc1c(C)[nH]c2ccc(C)cc12)Cc1ccco1	0.0	3	-0.2	5	-0.3	1.5	-0.3	16	0.8
COc1ccc(C2C(=O)N(C3CCCCC3)CC(=O)N2C2CCCC2)cc1 (stereo unspecified)	·	0	1.4	6	-0.4	0.1	2.4	7	·
Cc1ccc(S(=O)(=O)NC(CC(=O)N2CCC3(CC2)OCCO3)c2ccco2)cc1 (stereo unspecified)	·	0	-0.8	-4	i	-1.2	-1.2	-2	-0.2
NC(=O)c1cccnc1Oc1ccccc1	0.9	-1	-0.6	1	-7.1	0.5	-1.2	-1	-0.1
O=C(OC1CCOC1=O)c1ccccc1C(=O)c1ccc(Cl)c([N+](=O)[O-])c1 (stereo unspecified)	·	5	-0.8	4	i	-2.8	-1.1	0	2.4
COc1ccc(CNCCS(=O)(=O)NC2CCCC2)cc1	0.7	0	-0.8	3	-0.4	-0.6	·	-5	-0.7
Oc1ccccc1CN1CCC(C(O)(c2ccccc2)c2ccccc2)CC1	2.1	-2	1.1	4	-0.2	-0.5	-3.2	4	·
CC(=O)c1sc(NC(=O)c2ccc(C)cc2)nc1C	·	-6	0.4	9	i	-2.5	-0.4	31*	-0.7
CCCC(C(=O)NCc1ccco1)N(CC1CCCO1)C(=O)CNS(=O)(=O)c1ccc(F)cc1 (stereo unspecified)	0.8	-2	1.8	7	i	-0.8	0.1	-3	-2.2
COc1cc(/C=C/c2noc(-c3ccccc3O)n2)ccc1OC(C)=O	2.1	1	-0.9	8	3.1	-2.2	-1.5	9	·
CC1CC(C)(C)NC(=S)N1CC(=O)N1CCN(Cc2ccc3c(c2)OCO3)CC1 (stereo unspecified)	0.2	2	-1.4	7	i	0.0	2.3	-3	-1.3
CCCC(=O)Nc1ccc(C(=O)NCC(=O)OCC)cc1	·	10	-0.3	-5	-1.7	2.0	-0.7	-2	0.1
Cc1nc(Cl)cc(N/N=C/c2ccccc2)n1	1.4	3	1.8	1	-2.3	0.0	-2.4	39*	-3.3
COc1c(Cl)ccc(Cl)c1C(=O)OCC(=O)O	-2.3	-1	0.4	0	i	-0.6	2.9	3	-1.6
O=C(CCN1C(=O)c2ccccc2S1(=O)=O)Nc1ccc(C(=O)O)cc1	0.2	-2	0.3	5	-0.5	-4.8	-0.3	5	0.7
O=C(Nc1ccccc1N1CCOCC1)c1ccc2ccccc2c1	1.1	3	0.2	15	-0.9	-3.2	-1.1	17	-0.1
O=C1C=C(O)C(n2cncn2)C(c2cc(F)ccc2F)C1 (stereo unspecified)	0.7	-4	-0.1	-3	i	1.5	-0.7	4	·
O=C(COC(=O)C1CCC(=O)N1)Nc1cc(Cl)ccc1Cl (stereo unspecified)	0.5	-2	2.3	2	i	-2.7	-0.7	8	·
COc1ccc(C(=O)N[C@H](C(=O)NCc2ccc(C)cc2)C(C)C)cc1	0.3	1	0.7	-8	0.4	1.0	-2.1	7	-1.7
COc1ccccc1CCC(=O)Oc1ccc(C#N)cc1OC	0.1	5	-0.3	28	-0.6	-2.5	-0.4	-2	0.0
CCOc1ccc(N(CC(=O)NCCSCc2ccccc2Cl)S(C)(=O)=O)cc1	0.7	-5	4.7	18	1.5	-4.2	0.8	-8	-0.5
C/C(=N\NC(=O)CN(c1ccccc1)S(C)(=O)=O)c1ccccc1O	-12	-2	1.8	2	-0.4	-3.2	3.3	2	1.2
O=S(=O)(Cc1cc(Cl)nc(-c2cccnc2)n1)c1ccccc1	·	2	2.4	4	i	1.9	3.3	12	-1.7
N#Cc1cc(C(=O)c2ccccc2O)cn(-c2ccc(Cl)cc2)c1=O	0.4	0	-1.4	-7	i	-3.7	-0.9	12	0.2
N#CC1c2ccccc2-n2nncc2CN1Cc1cc(Cl)cc(Cl)c1 (stereo unspecified)	0.3	3	3.7	-1	i	-3.2	·	-2	15
CC(C)c1ccc(S(=O)(=O)N2CCC(C(=O)NCC3(N(C)C)CCCCC3)CC2)cc1	0.8	-1	-2.1	-10	-4.5	-4.6	0.5	1	-0.7
COc1cc(/C=N/NC(=O)c2cc(-c3ccccc3OC(C)C)nc3ccccc23)ccc1O	·	-3	?	5	-0.2	-6.0	0.9	40*	·
COc1ccccc1C(=O)Nc1nnc(S(=O)(=O)N2CCN(c3ccc(F)cc3)CC2)s1	1.4	4	0.4	0	-0.3	-1.2	3.4	9	0.0
Cn1c(=O)c2[nH]c(SCc3cccnc3)nc2n(C)c1=S	0.2	-1	-1.5	15	1.0	-0.4	·	10	-2.0
CCOC(=O)c1c(C)[nH]c(C(=O)OCC(=O)NCc2ccccc2)c1C	0.9	-1	-0.9	7	1.0	-0.8	2.4	-1	-0.4
CCOc1ccc(-n2c(C)nnc2SCC(=O)N(CC)CC)cc1	·	-5	3.0	12	-2.3	-1.3	-1.4	-16	-0.7
Cc1ccccc1C(=O)N1CCCC(N2CCN(Cc3ccc4c(c3)OCO4)CC2)C1 (stereo unspecified)	-0.3	0	-0.1	2	i	-0.9	-2.7	8	1.6
COc1ccc(CC2(CO)COc3ccccc3C2=O)cc1 (stereo unspecified)	-0.3	-2	2.2	7	-0.3	-4.2	-0.1	9	·
CCc1c(C)sc(NC(=O)C2CC2)c1C(=O)OC(C)C	-0.7	-1	-0.4	29	i	-2.8	-1.4	6	0.6
CSc1n[nH]c(-c2sccc2OCc2ccc(C)cc2)n1	·	-1	6.2	11	-0.7	-3.2	-4.2	-7	3.1
CCC1(C)Cc2c(sc3nnn(CC(=O)Nc4ccccc4)c(=O)c23)CO1 (stereo unspecified)	0.3	1	1.9	4	i	-1.5	1.4	21	0.3
O=C(NC(=S)N(CCO)Cc1ccccc1)c1ccc(F)cc1Cl	0.8	1	0.2	-1	i	·	0.7	-3	0.1
